# PERK inhibitor = block of dimerizer-induced PERK translation repression, primary screen, PERK inhibitor project, CHO PERK-DD cells, SEAP luminescence, HTS; Eukaryotic translation initiation factor 2-alpha kinase 3 (Homo sapiens), Q9NZJ5; CHO PERK-DD fusion, SEAP luminescence translation reporter; inhibition, % at 5.6 µM; 220,000 compounds, 0.17% hits;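 active = inhibition above the mean inhibition of all tested compounds plus 3 SD, set separately per screening campaign, cut at about 2.9% in these data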;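 also: PERK kinase domain activated by AP20187 dimerizer at 100 nM; 0% = DMSO with dimerizer and 100% = rapamycin at 8.4 µM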
# TNF death inh = inhibitors of TNF-alpha triggered necroptosis, primary screen, cell-based, Jurkat FADD-/-, single concentration. Jurkat FADD-/- TNF necroptosis rescue, ATP luminescence, 24 h; 0 = TNF only, 100 = no-TNF cells. activation (protection from cell death), % at 10 µM. 220,000 compounds, 0.068% hits;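 active = activation, meaning protection from cell death, of at least 50% relative to plate controls; inactive = activation below 50%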;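 also: necroptosis triggered by 40 ng/mL TNF-alpha added together with compound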
# Rad51 HR inh = human RAD51 strand exchange inhibitors, primary screen, biochemical, fluorescence; hRad51 DNA strand exchange, fluorescence dequenching; inhibition, % at 10 µM; 200,000 compounds, 0.085% hits; AID 1385, 2008; DNA repair protein RAD51 homolog 1 (Homo sapiens), Q06609;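 active = inhibition above 40% at the single screening dose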;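 also: 0% = DMSO control wells and 100% = blanks with heterologous ssDNA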
# Target sequence (Q06609 whole entry, looked up): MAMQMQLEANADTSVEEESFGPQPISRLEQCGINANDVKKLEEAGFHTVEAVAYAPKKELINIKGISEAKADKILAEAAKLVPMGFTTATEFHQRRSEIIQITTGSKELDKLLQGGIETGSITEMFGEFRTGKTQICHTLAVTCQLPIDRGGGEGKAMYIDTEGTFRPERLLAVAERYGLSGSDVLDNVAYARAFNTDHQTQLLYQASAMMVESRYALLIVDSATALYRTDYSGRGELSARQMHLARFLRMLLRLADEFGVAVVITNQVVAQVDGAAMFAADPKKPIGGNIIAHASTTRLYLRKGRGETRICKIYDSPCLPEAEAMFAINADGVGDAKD
#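 Material: hRad51 filaments on single-stranded DNA; Reagent: Donor/quencher-labelled 47-bp dsDNA substrate; Compound: 10 µM final, single point; Schedule: 37 °C 15-min filament assembly, 30-min compound preincubation, 15-min exchange; Technique: FRET fluorescence, excitation 485 nm, emission 520 nm; Benchmarks: control wells and blank wells on each plate.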
# m-calpain inh = inhibitors of pig calpain II, primary screen, biochemical, fluorogenic peptide substrate, 1536-well. purified calpain II, 30 min. inhibition, % at 16 µM. 220,000 compounds, 0.37% hits;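 active = inhibition above about 50%, limit read from the data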
# L929 necroptosis = inhibitors of zVAD-triggered necroptosis, primary screen, L929 cells. L929 zVAD necroptosis rescue, ATP luminescence, 24 h; with zVAD 60 µM. viability rescue, % at 10 µM. 220,000 compounds, 0.38% hits. AID 1377, 2008;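 active = activation, scaled between plate controls, above about 75%, limit read from the data; inactive = activation under that limit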;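 also: 0% = zVAD with DMSO and 100% = DMSO alone without zVAD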
# KCC2 mod = KCC2 cotransporter modulators, thallium flux, primary screen, cell-based, HEK293 KCC2, FluoZin-2 fluorescence, MLSMR. Solute carrier family 12 member 5 (Homo sapiens), Q9H2X9. KCC2 cells, thallium flux FluoZin-2 fluorescence. B-score of Tl+ flux slope (higher = more flux/activation; lower = inhibition) at 10 µM. 190,000 compounds, 2.2% hits. AID 1456, 2008;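 active = thallium flux slope and its plate-corrected score both differing from the plate sample mean at a set confidence after two filtering rounds, in either direction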;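 also: slope of fluorescence scaled to starting intensity during 10 to 20 s after thallium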
# Mdm2 ligase inh = MDM2-luciferase reporter signal enhancers, primary screen, MDM2 E3 ligase inhibitor project, cell-based, luminescence, 1536-well | E3 ubiquitin-protein ligase Mdm2 (Homo sapiens), Q00987 | cell-based MDM2 ubiquitination luciferase reporter, 2 h; 0 = plate control, 100 = twice control, blank-subtracted | signal enhancement, % at 5 µM | 210,000 compounds, 0.11% hits;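 active = signal enhancement of 30% or more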;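 also: luminescence tracks abundance of the self-degrading MDM2-luciferase fusion protein; higher signal means inhibition of MDM2 E3 ligase activity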
# Target sequence (Q00987 whole entry, looked up, the tested form may be a part): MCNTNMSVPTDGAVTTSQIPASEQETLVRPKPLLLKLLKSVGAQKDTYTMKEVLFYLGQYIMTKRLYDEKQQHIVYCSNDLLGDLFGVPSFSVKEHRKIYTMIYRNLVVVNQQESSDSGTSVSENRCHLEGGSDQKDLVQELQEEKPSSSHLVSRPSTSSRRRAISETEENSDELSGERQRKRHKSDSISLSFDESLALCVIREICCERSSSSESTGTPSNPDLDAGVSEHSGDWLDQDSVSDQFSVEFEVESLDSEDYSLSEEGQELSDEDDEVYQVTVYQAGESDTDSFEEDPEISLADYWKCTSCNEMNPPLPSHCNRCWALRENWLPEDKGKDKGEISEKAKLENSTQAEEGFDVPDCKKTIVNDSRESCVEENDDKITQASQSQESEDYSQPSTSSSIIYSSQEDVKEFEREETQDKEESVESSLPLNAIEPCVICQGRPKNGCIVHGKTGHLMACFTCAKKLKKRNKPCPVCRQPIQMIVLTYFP
#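 Test system: stable mammalian line carrying autodegrading MDM2–luciferase fusion reporter; quantity: 2000 cells in each well; times: 4 h cell settling then 2 h compound exposure, 37 °C; detection: luminescence with SteadyLite reagent, 15 min at room temperature; evaluation: percent signal gain over controls, blank-subtracted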
# EBV gp42 block = Epstein-Barr virus gp42 inhibitors, primary screen, biochemical, uHTS, fluorescence polarization | Glycoprotein 42 (Epstein-Barr virus (strain AG876)), Q1HVG2 | Fluorescence polarization binding assay, mP read-out | inhibition, % (tested at 21.74 µM) | 220,000 compounds, 0.42% hits | AID 1085, 2008; in the data active = inhibition above about 50%
# Target sequence (Q1HVG2 whole entry, looked up): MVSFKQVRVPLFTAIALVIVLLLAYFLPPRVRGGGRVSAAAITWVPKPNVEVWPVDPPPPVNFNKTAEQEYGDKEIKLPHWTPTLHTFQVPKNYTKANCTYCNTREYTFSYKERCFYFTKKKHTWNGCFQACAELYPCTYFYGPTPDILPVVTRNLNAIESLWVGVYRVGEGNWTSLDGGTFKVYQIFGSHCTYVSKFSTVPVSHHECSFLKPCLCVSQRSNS
# eIF4E 4G PPI = eIF4E–eIF4G protein interaction inhibitors, primary screen, biochemical, uHTS, TR-FRET, eIF4GI fragment. Eukaryotic translation initiation factor 4E (Mus musculus) + Eukaryotic translation …. TR-FRET eIF4E-eIF4GI(517-606) binding, 2 h. inhibition, % at 21.7 µM. 220,000 compounds, 0.37% hits;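 active = inhibition above about 30%, limit read from the data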;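 also: 0% = full FRET control wells and 100% = background wells lacking eIF4GI fragment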
# * marks the source's active call; other numbers are inactive results; i = inactive; · = not tested or not shown; [ ] = dose if it differs, or a comment.
mol	PERK inhibitor	TNF death inh	Rad51 HR inh	m-calpain inh	L929 necroptosis	KCC2 mod	Mdm2 ligase inh	EBV gp42 block	eIF4E 4G PPI
N#Cc1cn(CC(=O)N2CCc3ccccc3C2)c2ccccc12	-0.2	0.3	-3	30	-0.9	-0.54	-7	-7	-2[fluorescence artefact?]
COc1ccc2[nH]c(=O)c(CN(Cc3cccs3)C(=S)NCC3CCCO3)cc2c1 (configuration not stated)	0.9	4.2	10	-22	-0.4	-0.8	·	-2	71*
O=C(O)c1cccc(-n2cccc2/C=C2\SC(=O)N(Cc3ccccc3F)C2=O)c1	2.0	1.3	·	-6	0.9	-2.2	11	-8	12
O=C(CSc1nc(-c2ccc(F)cc2)cs1)N1CCN(C(=O)c2ccco2)CC1	-0.5	-0.5	-2	-54	1.8	-3.1*	-3	-23	-9
COc1ccc(CNC(=O)c2ccc(N3CCOCC3)c([N+](=O)[O-])c2)cc1	1.4	-0.1	·	14	-0.7	-0.012	-1	-4	2
CCn1c2ccccc2c2cc(C3N=C(N)Nc4nc5ccccc5n43)ccc21 (configuration not stated)	1.5	-3.4	0	-6	0.7	-0.89	-28	-19	1
O=C(c1cc2ccccc2oc1=O)N(Cc1ccc(F)cc1)C1CCS(=O)(=O)C1 (configuration not stated)	-0.8	4.5	20	-9	1.1	1.5	-12	-15	0
COCc1ccc(CN2CCCC(CO)(Cc3ccccc3C)C2)o1 (configuration not stated)	0.1	1.0	4	22	-0.9	-0.069	16	-4	-2
Cc1ccc2c(c1)c1c3n2CCN(C(=O)CN2CCN(C)CC2)C3CCC1 (configuration not stated)	0.1	1.4	2	-34	6.3	1.4	-12	-8	-1
CCOC(=O)c1c(NC(=O)COc2ncnc3ccccc23)sc(C(C)=O)c1C	0.0	2.4	2	-34	0.7	·	-17	-16	-2[fluorescence artefact?]
COc1ccccc1N1CCN(Cc2ccsc2)CC1	0.0	0.3	-10	17	-0.3	-0.38	-29	-12	6
Cc1ccc(OCCNC(=O)/C=C/c2ccccc2)cc1	0.5	1.8	·	3	0.2	-0.9	-2	-1	-6
CCN(CC)S(=O)(=O)c1cccc(-c2n[nH]c(=S)n2/N=C/c2ccc(OC(F)F)cc2)c1	0.1	0.1	5	-24	0.0	4.2	-10	17	1
C/C(=N/NC(=O)c1cnccn1)c1ccncc1	0.3	1.0	19	14	0.2	0.77	-12	4	-8
Cc1ccc(C(=O)CSc2ncnc3sc4c(c23)CCC(C)C4)cc1 (configuration not stated)	2.1	0.6	-3	-21	0.3	4.2*	4	-10	6
CC(C(=O)O)n1c(-c2ccn[nH]2)n[nH]c1=S (configuration not stated)	0.3	1.5	-5	19	-0.1	0.81	0	-4	-1
CCOC(=O)N1CCN(C(=O)CS(=O)(=O)c2cn(Cc3ccc(Cl)cc3)c3ccccc23)CC1	-0.7	-1.7	-3	-38	-0.3	·	-16	-1	1
OCc1ncccc1O	0.4	2.6	-22	9	1.6	-0.14	-6	-7	-2
O=S(=O)(NC1CC1)c1ccc2c3c(cccc13)CC2	-0.1	-1.1	11	2	2.4	-0.58	1	-6	0
Nn1c(SCC(=O)Nc2ccc(F)cc2F)nnc1-c1cccnc1	1.4	1.2	10	-2	1.2	·	-43	-11	-1
CCO[C@@H]1OC(C(=O)N2CCN(Cc3ccccc3)CC2)=C[C@H](c2ccccc2)[C@H]1CCCO	0.9	1.5	-6	2	0.1	-2	·	-9	0
CCCCOCCCNC(=O)c1ccc([N+](=O)[O-])c(C)c1	1.1	2.3	7	-9	-0.2	-0.55	-5	-13	1
Cc1ccc2[nH]c(=O)c3cc(C(=O)NCC4CCCO4)sc3c2c1 (configuration not stated)	1.0	0.0	·	-457	45	-0.72	-42	-1	2
Oc1ccc(C2C(c3ccccc3)=NN=C(c3ccccc3F)N2O)c(O)c1 (configuration not stated)	0.1	0.1	13	-2	0.5	·	0	10	6[fluorescence artefact?]

# Continued (2 carried over from the part before).
mol	PERK inhibitor	TNF death inh	Rad51 HR inh	m-calpain inh	L929 necroptosis	KCC2 mod	Mdm2 ligase inh	EBV gp42 block	eIF4E 4G PPI
Cc1ccc2[nH]c(=O)c3cc(C(=O)NCC4CCCO4)sc3c2c1 (configuration not stated)	1.0	0.0	·	-457	45	-0.72	-42	-1	2
Oc1ccc(C2C(c3ccccc3)=NN=C(c3ccccc3F)N2O)c(O)c1 (configuration not stated)	0.1	0.1	13	-2	0.5	·	0	10	6[fluorescence artefact?]
Cc1ccc(S(=O)(=O)N(CC(=O)NCCC2=CCCCC2)Cc2ccccc2)cc1	-1.6	-2.1	-5	38	0.0	0.32	-17	0	-5[fluorescence artefact?]
O=[N+]([O-])c1cccc(-c2csc(N/N=C/c3cccc(O)c3)n2)c1	-0.5	-1.0	9	-88	54	·	10	8	2
C/C(=C/C(=O)NCc1ccccc1)C(=O)O	0.7	-0.6	1	-8	0.0	0.059	-3	-14	0
COc1ccc(C(=O)OCC(=O)NCCN2C(=O)CSC2=O)cc1	0.6	0.7	-1	0	2.5	0.041	-8	-5	2
O=C(/C=C/c1ccccc1)c1ccccc1	1.5	0.3	8	5	0.6	-0.011	·	2	0
COc1ccc(NS(=O)(=O)c2cc(NC(=O)C3CCCO3)ccc2N2CCCCC2)cc1 (configuration not stated)	0.0	1.7	-11	-54	0.4	0.38	-5	-18	1
Cc1cc(S(=O)(=O)N(Cc2ccccc2)Cc2ccc(N(C)C)cc2)ccc1-n1cnnn1	-0.2	4.6	-2	15	1.5	1.1	-4	-14	6
COc1cccc(CNS(=O)(=O)c2ccc(S(=O)(=O)N3CCCC3)cc2)c1	0.3	-0.5	-166	-5	1.1	1.5	11	-4	-2
CCn1c(SCC(=O)Nc2ccccc2)nc2c1c(=O)n(C)c(=O)n2C	-0.6	-4.9	8	-21	-0.1	-0.055	-7	-7	5
Cc1ccc(NC(=O)n2ccc(-c3ccc(-n4ccnc4)cc3)n2)cc1	0.7	14	1	-17	82*	·	23	-30	1
COc1cc([N+](=O)[O-])cc2cc(C(=O)N3CCN=C3c3ccccc3)c(=O)oc12	1.3	-1.9	-3	-25	0.5	-1.2	-3	-9	-5
O=C(Nc1ccccc1Cl)c1cccc(NS(=O)(=O)c2ccccc2)c1	0.1	-0.3	-1	-4	1.0	-1.8	-8	-11	4
CCn1c(C)c(C(C)=O)c(N2CCC(C(N)=O)CC2)nc1=S	1.6	-0.7	0	22	0.0	-0.49	-2	-8	0
Cc1cc(C)c(OCC(=O)Nc2cccc(NC(=O)c3ccco3)c2)c(Br)c1	-0.9	-3.5	3	22	1.4	-1.2	-9	-1	-4
Clc1nc2c(ccc3ccccc32)[nH]1	1.2	-2.9	·	-16	0.9	0.16	-11	-21	-4
S=C(c1ccc(-c2ccc(Br)cc2)o1)N1CCOCC1	0.1	-0.3	-4	-6	0.6	3	-7	-14	4
COc1ccc2[nH]c(O)c(N=O)c2c1	0.3	-1.5	·	-8	0.0	-0.013	-8	-33	-6[fluorescence artefact?]
Cc1ccc(CNC(=O)c2ccccc2NS(C)(=O)=O)cc1	0.4	-1.3	6	-243	0.1	0.13	-1	-16	5
COc1ccc(Cl)cc1-c1nc(N)nc(NC2CCCCC2)n1	-0.2	2.5	-4	-11	1.2	·	-32	-2	4
Cn1nc(-c2ccc(C(=O)N3CCN(CCO)CC3)cc2)c2ccccc2c1=O	-0.9	-0.2	9	2	0.7	0.76	3	-9	-7[fluorescence artefact?]
CCOC(=O)c1[nH]c2cc(OC)c(OC)cc2c1NC(=O)C(C)N1CCN(Cc2ccccc2)CC1 (configuration not stated)	-2.4	-4.1	-9	i	2.4	·	-27	-33	·
Cc1nn(-c2ccccc2)c(N)c1N=Nc1cccnc1	-0.5	1.5	-8	19	60	0.15	-12	-6	8
Nc1c(C(=O)N/N=C/c2ccc(F)cc2)oc2nc(-c3ccccc3)cc(-c3ccco3)c12	-0.7	0.4	-42	-49	0.9	-0.65	-4	-48	-1
COCCCNC(=S)NNC(=O)c1csc2ccccc12	0.3	0.2	-6	-3	1.0	0.098	-2	7	2
O=C1Nc2ccccc2N2CCCC12 (configuration not stated)	0.7	-0.6	0	-156	8.4	-0.62	0	-4	26
COc1cccc2c1OC1(C)CC2N(C(=O)c2ccco2)C(=S)N1c1ccc(F)cc1 (configuration not stated)	0.6	-7.0	3	8	-0.4	-0.11	-18	-14	2
COc1cccc(CNC(=O)CCN2C(=S)NC(C)(C)CC2C)c1 (configuration not stated)	0.1	0.7	7	14	1.8	-1.2	11	-12	0
Cn1c(C(=O)N2CCN(c3ccc([N+](=O)[O-])cc3)CC2)cc2c(=O)[nH]c3ccccc3c21	-0.1	-4.2	10	8	-0.4	-1.9	-18	12	-6
CCOc1ccccc1NC(=O)N1CCC(c2nc3ccc(C)cc3[nH]2)CC1	-0.4	0.0	-2	26	2.2	-0.39	-18	-6	-5
CCOC(=O)c1cc(OCC(=O)NC(C)C(C)C)cc(C(=O)OCC)c1 (configuration not stated)	-0.6	0.3	·	31	1.4	·	-26	-9	0
CCC(Cc1ccccc1)NC(=O)CCn1cccc1 (configuration not stated)	-0.5	0.3	8	-44	0.2	0.3	-17	-7	5
CCC(C)Sc1nnc(Cc2cc(=O)[nH]c(=O)[nH]2)n1-c1ccc(OC)cc1 (configuration not stated)	1.1	-0.1	7	-5	2.3	0.78	-31	-7	-2
Cc1cc(NC(=O)CSc2nnc(COc3cccc(C)c3C)n2Cc2ccco2)no1	-1.6	-1.1	6	-13	0.2	-0.052	-10	-11	-13
CN(C)CC#CCOC(c1ccccc1)c1ccccc1	0.3	1.5	4	7	-1.5	-0.054	-1	-7	-1
CCCC(=O)N(Cc1cc2ccccc2[nH]c1=O)c1ccccc1OC	-1.4	-1.0	-3	-23	0.3	-0.81	2	-17	·
CCN(CC)S(=O)(=O)c1ccc2c(c1)C(=NO)c1cc(S(=O)(=O)N(CC)CC)ccc1-2	-1.5	-20	8	-104	7.4	0.15	-2	2	-2[fluorescence artefact?]

# Screening results from PubChem BioAssay.
